# High-throughput results deposited in PubChem by several laboratories.
# MCL1 BIM primary: inhibitors of MCL1 binding to BIM-BH3, primary screen, biochemical, fluorescence polarization; GST-MCL1 / FITC-Bim-BH3 fluorescence polarization; actives 0.68% (n = 320,000); inhibition, % at 10.9 µM; AID 2057, 2009;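 active = inhibition above the mean inhibition of all tested compounds plus 3 SD, set per campaign, cut at about 40% in these data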;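 note: 0% = DMSO wells and 100% = unlabeled Bim-BH3 peptide control; higher means more loss of mP so more displacement of Bim peptide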
# AGP1-GFP MLPCN: modulators of AGP1-GFP expression in yeast TOR pathway, primary screen, cell-based, multiplex flow cytometry, S. cerevisiae, MLPCN library. 3 h; GFP as percent of DMSO wells. AID 2066, 2009. actives 0.02% (n = 320,000). GFP response vs DMSO, % at 10 µM;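 active = GFP response relative to DMSO above a set limit, near screen average plus 3 SD, cut at about 150% in these data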;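 note: median GFP channel fluorescence of the gated AGP1 strain per well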
# CIT2 TOR yeast: modulators of CIT2-GFP expression in yeast, primary screen, S. cerevisiae, GFP fusion, multiplex flow cytometry, MLPCN library | S. cerevisiae CIT2-GFP strain, 3 h; 100 means same as DMSO wells | GFP response vs DMSO, % at 10 µM | actives 0.065% (n = 320,000) | AID 2029, 2009;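 active = GFP response relative to DMSO above a set limit, near the screen mean plus 3 SD, cut at about 150% in these data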;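 note: ratio of well median GFP fluorescence to mean of DMSO wells on the plate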
# VLA-4 inh: inhibition in human VLA-4 binding assay, primary screen, VLA-4 allosteric modulator project, MLPCN library, flow cytometry, VLA-4 expressing cells; Integrin alpha-4 (Homo sapiens), P13612; ligand binding flow cytometry; inhibition, % (about 7 µM as worked out from the volumes in the protocol); actives 0.2% (n = 330,000); AID 2557, 2010; in the data active = inhibition above about 50%
# Target sequence (P13612 whole entry, looked up): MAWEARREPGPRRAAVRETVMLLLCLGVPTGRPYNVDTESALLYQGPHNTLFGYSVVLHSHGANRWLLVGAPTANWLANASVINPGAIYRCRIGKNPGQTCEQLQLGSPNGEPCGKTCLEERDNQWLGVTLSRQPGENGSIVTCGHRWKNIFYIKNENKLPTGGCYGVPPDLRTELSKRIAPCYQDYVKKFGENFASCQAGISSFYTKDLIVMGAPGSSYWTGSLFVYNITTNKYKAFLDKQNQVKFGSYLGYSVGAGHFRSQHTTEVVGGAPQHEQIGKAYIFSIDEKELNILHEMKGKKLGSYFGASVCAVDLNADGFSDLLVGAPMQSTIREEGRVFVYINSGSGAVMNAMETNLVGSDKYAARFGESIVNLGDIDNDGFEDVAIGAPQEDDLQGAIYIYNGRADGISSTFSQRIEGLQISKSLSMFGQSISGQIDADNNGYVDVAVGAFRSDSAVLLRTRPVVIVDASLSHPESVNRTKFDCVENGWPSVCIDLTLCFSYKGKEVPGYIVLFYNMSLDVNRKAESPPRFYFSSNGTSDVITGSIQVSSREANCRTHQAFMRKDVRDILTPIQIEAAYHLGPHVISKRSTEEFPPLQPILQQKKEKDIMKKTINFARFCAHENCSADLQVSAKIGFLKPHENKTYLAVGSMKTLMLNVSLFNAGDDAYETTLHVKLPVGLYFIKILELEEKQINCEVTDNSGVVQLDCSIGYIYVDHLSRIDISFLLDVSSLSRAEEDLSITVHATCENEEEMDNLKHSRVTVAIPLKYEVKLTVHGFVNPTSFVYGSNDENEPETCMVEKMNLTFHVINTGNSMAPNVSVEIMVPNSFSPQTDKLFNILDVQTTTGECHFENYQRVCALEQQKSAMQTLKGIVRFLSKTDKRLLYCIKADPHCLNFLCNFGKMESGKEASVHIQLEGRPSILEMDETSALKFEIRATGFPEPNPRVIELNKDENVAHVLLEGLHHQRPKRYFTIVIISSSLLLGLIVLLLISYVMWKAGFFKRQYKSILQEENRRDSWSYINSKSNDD
# BCLXL inh: inhibitors of human Bcl-xL, primary screen, biochemical, fluorescence polarization, HTS; Bcl-2-like protein 1 (Homo sapiens), Q07817; GST-Bcl-xL / FITC-Bim BH3 peptide fluorescence polarization; inhibition, % at 10.9 µM; actives 0.7% (n = 320,000);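 active = inhibition above the mean of all tested compounds plus 3 SD, cutoff set per campaign, cut at about 30% in these data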;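 note: 0% = DMSO wells and 100% = unlabeled Bim-BH3 peptide competitor; inhibitors lower millipolarization by displacing the labeled peptide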
# GRK2 inh: compounds blocking aptamer binding on GRK2 – biochemical, human GRK2, bead flow cytometry, HTS, primary screen; Beta-adrenergic receptor kinase 1 (Homo sapiens), P25098; inhibition of aptamer binding, % at 10 µM; FAM-aptamer displacement from GRK2; actives 0.59% (n = 330,000); AID 488847, 2010;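 active = inhibition of aptamer binding above 40%, roughly 3 SD of noise, on plates passing a quality check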;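 note: median bead fluorescence of bound FAM aptamer so fluorescent compounds give negative values; no value below 0 was filed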
# GLD-1 RNA inh: GLD-1/TGE RNA complex disruptors, primary screen, biochemical, fluorescence polarization. purified GLD-1 + fluorescein TGE RNA. actives 0.44% (n = 320,000). inhibition, % at 5.96 µM. Female germline-specific tumor suppressor gld-1 (Caenorhabditis elegans), Q17339;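 active = percent inhibition above a per-plate cutoff, the plate mean of test compounds plus 3 SD, cut at about 30% in these data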;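 note: 0% = DMSO wells with GLD-1 and probe and 100% = wells lacking GLD-1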
# Fam108B counter: mouse Fam108B serine hydrolase inhibitors, primary screen, counter-screen for RBBP9 inhibitor project, biochemical, fluorescence polarization; actives 0.33% (n = 300,000); AID 1947, 2009; recombinant Fam108B, FP-Rh probe fluorescence polarization; inhibition, % at 9.51 µM;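 active = inhibition above the screen mean inhibition plus 3 SD, computed separately per campaign, cut at about 18% in these data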;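 note: inhibitors lower polarization as less probe binds the enzyme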
# MEX-5 binding: MEX-5 zinc finger RNA-binding disruptors – biochemical, C. elegans, fluorescence polarization, MLPCN library, primary screen | MEX-5/FITC-TCR2 RNA binding; stronger effect = lower value | activity score (negative = inhibition of binding), % at 10 µM | actives 0.38% (n = 300,000) | AID 1832, 2009 | Zinc finger protein mex-5 (Caenorhabditis elegans), Q9XUB2;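 active = inhibition past about -25% in most replicates, and total fluorescence under double the plate's negative control median, limit read from the data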;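 note: 0% = DMSO and -100% = 5 µM competing unlabeled TCR2 RNA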
# * hit, by the source's call; . = no result given. Compounds were not picked by outcome (roughly 2.2% active in at least one column).
SMILES,MCL1 BIM primary,AGP1-GFP MLPCN,CIT2 TOR yeast,VLA-4 inh,BCLXL inh,GRK2 inh,GLD-1 RNA inh,Fam108B counter,MEX-5 binding
CCO[C@H]1OC(C(=O)NCc2ccccc2)=C[C@@H](c2ccc(C(F)(F)F)cc2)[C@@H]1CCCO,-6,82,84,-1,-4,3,3,2,1.4
Cc1n[nH]c(C)c1S(=O)(=O)N1CCCC(C(=O)NCC2COc3ccccc3O2)C1 (centres undefined),-3,100,106,6,6,0,1,-1,-1.9
c1ccc(-n2nnc(-c3nccs3)n2)cc1,8,101,102,3,7,3,0,1,1.4
Cc1ccc(/C=C2/Sc3ccccc3N(CC(=O)NCCCOC(C)C)C2=O)cc1,1,90,92,-1,3,0,5,-5,1.1
O=S(=O)(Oc1ccc(Cl)cc1)c1cccc2cccnc12,-3,91,76,7,2,3,0,-1,.
COc1ccc(OC)c(CCNC(=O)Cn2cccc2C(=O)c2ccccc2C)c1,-1,98,99,39,2,2,0,-4,-0.1
CSCCC(NC(=O)c1ccc([N+](=O)[O-])cc1Cl)C(=O)OCC(=O)C12CC3CC(CC(C3)C1)C2 (centres undefined),4,98,95,4,2,2,10,0,0.8
O=C(COc1ccc(Br)cc1)OCc1nnc(-c2ccccc2)o1,-4,104,109,1,0,0,-2,-3,1.0
Cc1cc(NC(=O)CSc2nnc(COc3ccccc3)o2)no1,6,98,96,-5,1,1,3,-5,0.8
CCCc1c(C(=O)N/N=C/c2cccs2)nnn1-c1nonc1N,2,82,94,18,2,3,3,1,-0.3
CCOc1ccc(NC(=O)COc2ccc(S(=O)(=O)N3CCCC3)cc2)cc1,-7,96,102,6,1,0,1,-3,0.8
COc1ccc(-n2c(SCC(=O)N3CCOCC3)nc3ccccc3c2=O)cc1,5,91,102,-14,3,0,7,0,0.4
CCC(CC)NCC(O)COc1ccc(Br)cc1 (centres undefined),-2,103,96,16,2,0,-1,-6,.
Clc1ccc(-c2nnc(-c3ccc(Br)o3)o2)c(Cl)c1,2,92,96,-9,-7,3,1,1,-1.3
Cc1ccc(-c2nc(CSCC(=O)N3CCCC3)c(C)o2)cc1,-8,99,96,-1,2,0,7,-1,3.3
O=C(Cc1ccccc1)Nc1c(C(=O)N2CCOCC2)cnn1-c1ccccc1,-2,101,93,-3,0,4,6,-4,-0.5
Clc1ccc(CO/N=C2\CCCc3nonc32)c(Cl)c1,0,102,100,2,5,0,6,5,.
Cc1cc(NC(=O)CSc2nnc(C)c(=O)n2N)no1,3,96,94,9,1,0,-2,2,4.8
CCC(=O)NC1CC2CCCC(C1)N2Cc1ccc(C)cc1 (centres undefined),-2,98,108,1,-1,2,-2,-1,-1.6
O=C(Nc1nnc(Cc2ccccc2)s1)C1CCC1,-1,96,101,-15,4,1,-4,2,-0.8
CC(NC(=S)NC(=O)c1cccs1)c1ccccc1 (centres undefined),.,94,100,-6,.,5,-2,.,.
CC(=O)c1cc(F)ccc1OCC(=O)N1CCN(c2ccc(F)cc2)CC1,2,85,93,2,2,0,7,6,-0.7
CNC(=O)CCn1nc(-c2ccc(Cl)cc2)c2ccccc2c1=O,11,112,113,6,7,0,-4,5,-1.0
O=C(O)c1ccc(-n2ncc3c2/C(=C/c2cccc([N+](=O)[O-])c2)CC3)cc1,8,102,100,-2,8,1,4,-4,-3.7
Cc1c(NC(=O)N(C)c2ccccc2)c(=O)n(-c2ccccc2)n1C,16,98,102,6,0,0,-4,1,-4.1
Cc1ccc(N2CCN(S(=O)(=O)c3c(C)nc4scc(C)n4c3=O)CC2)c(C)c1,5,101,97,7,5,0,10,-3,0.9
Cc1ccc(-c2cc(N)n(Cc3ccc(Cl)cc3)n2)cc1,-5,104,96,3,2,0,12,-2,1.8
CCCCn1c(CNC(C)=O)nc2ccccc21,4,91,88,7,6,1,3,-2,-2.1
Cc1cc(S(=O)(=O)N2CCCC2)c(C)s1,3,101,91,-1,5,0,2,1,-0.4
Cc1nc2cc(NC(=O)N3CC4(C)CC3CC(C)(C)C4)ccc2n1C (centres undefined),0,92,.,8,4,1,2,1,0.0
Cc1ccc(/C=N\NC(=O)CNC(=O)C23CC4CC(CC(C4)C2)C3)o1,-4,103,108,-7,0,1,-4,-1,2.2
O=C(CC12CC3CC(CC(Br)(C3)C1)C2)NCc1ccccc1,-1,104,96,-1,-4,1,-4,2,0.1
COc1ccccc1CN1CC(C(=O)NCc2c(F)ccc(C)c2F)CCC1=O (centres undefined),4,91,91,-117,2,5,-2,3,-2.0
N#Cc1c(-c2cccs2)nc(SCC(=O)c2ccc(Br)cc2)[nH]c1=O,-17,87,81,0,-9,0,-22,-17,2.3
O=C(NNC(=O)c1cc(O)c(O)c(O)c1)NC1CCCCC1,24,99,100,17,23,0,11,4,-17
Cc1sc(NC(=O)c2ccco2)c(CN2CCCCC2)c1C,40,100,98,-4,38*,1,31,3,-11
Cc1cc(NC(=O)CSCC(=O)OCc2nnc(-c3ccc(F)cc3)o2)no1,.,99,97,9,.,3,3,.,.
COc1ccc(CNC(=O)N2CCN(S(=O)(=O)c3ccccc3F)CC2)cc1,-2,96,101,3,-2,0,3,1,1.0
CCN(C(=O)COC(=O)c1ccco1)c1c(N)n(Cc2ccccc2)c(=O)[nH]c1=O,-12,104,90,1,-9,0,6,2,1.2
CC1(C)Cc2c(sc(NC(=O)c3ccc(C(=O)c4ccccc4)cc3)c2C(N)=O)C(C)(C)N1,0,101,92,46,9,0,3,-2,-6.7
COc1cc(CC(=O)NC(c2ccccc2)c2ccccc2)cc(OC)c1OC,-6,105,105,0,3,0,-5,1,0.3
c1ccc(Oc2nc(-c3ccccn3)nc3ccccc23)cc1,8,92,101,-5,3,3,1,-1,-17
Cc1ccc(SCCC(=O)Nc2nccs2)cc1,-4,95,79,0,0,2,1,1,-0.9
NC(=O)CN1C(=O)C(=O)N(Cc2ccc(F)cc2)C1=O,-1,101,114,-2,1,0,-8,1,1.5
CCOc1cc(/C=C2/SC(=S)N(CC3CCCO3)C2=O)ccc1O (centres undefined),-9,106,106,-132,-2,7,-17,-93,-0.4
C=CCOc1ccc(Br)cc1CNC(C)(C)C,6,102,105,10,1,0,0,-4,1.3
CCOC(=O)CN1C(=O)S/C(=C/c2ccco2)C1=O,0,95,93,20,8,12,3,-1,-3.3
COc1ccccc1N1CCN(/N=C/c2ccccc2C(=O)O)CC1,-3,99,99,5,5,2,3,-2,1.6
CC(NC(=O)c1ccc(F)cc1F)C1CC2CCC1C2 (centres undefined),1,98,97,7,0,5,-1,-1,1.0
CC1CCN(C(=O)C2CCN(S(=O)(=O)c3cccs3)CC2)CC1,1,93,106,20,1,1,-7,-1,0.0
NC(=O)Cn1cnc2nc3n(c2c1=O)CCC3,2,94,94,9,-1,0,-7,1,-0.5
Cc1cc(=O)[nH]c(-n2ncc(C#N)c2N)n1,-2,104,106,-3,4,0,6,2,-3.0
O=C(NCc1ccccn1)C1CCCN(S(=O)(=O)c2ccc(Br)cc2)C1 (centres undefined),1,95,88,27,2,0,2,4,-1.8
Cc1cccc(C(=O)N[C@H](C(=O)Nc2ccc(C)c(S(=O)(=O)N3CCOCC3)c2)C(C)C)c1,.,97,100,2,.,2,2,.,.
Clc1ccc(-c2csc(-c3ccncc3)n2)cc1,-7,80,89,0,-1,4,-8,-7,-0.7
Cc1[nH]c2ccccc2c1CC#N,9,94,96,0,4,4,-7,-2,4.1
COc1ccc(CCNC(=O)C2CC(=O)N(CCc3ccc(C)cc3)C2)cc1OC (centres undefined),-4,100,97,9,-4,0,-2,3,0.4
COc1ccccc1NC(=O)c1ccc[n+]([O-])c1,-3,98,101,-2,4,2,6,-5,0.5
Cc1ccc(N(CC(=O)NC2CCC(C)CC2)S(=O)(=O)c2cccnc2)cc1 (centres undefined),-2,98,97,10,1,2,-3,-5,2.7
Cc1cccc(NC(=O)CSCC(=O)Nc2cccc3ncccc23)c1,-3,105,96,-12,8,2,7,2,2.7

# Two compounds picked at random from those above, as already listed:
SMILES,MCL1 BIM primary,AGP1-GFP MLPCN,CIT2 TOR yeast,VLA-4 inh,BCLXL inh,GRK2 inh,GLD-1 RNA inh,Fam108B counter,MEX-5 binding
CCOc1cc(/C=C2/SC(=S)N(CC3CCCO3)C2=O)ccc1O (centres undefined),-9,106,106,-132,-2,7,-17,-93,-0.4
Cc1cccc(C(=O)N[C@H](C(=O)Nc2ccc(C)c(S(=O)(=O)N3CCOCC3)c2)C(C)C)c1,.,97,100,2,.,2,2,.,.

# Remaining list, next part:
SMILES,MCL1 BIM primary,AGP1-GFP MLPCN,CIT2 TOR yeast,VLA-4 inh,BCLXL inh,GRK2 inh,GLD-1 RNA inh,Fam108B counter,MEX-5 binding
O=C(O)CCC(=O)c1cccc2ccccc12,0,102,96,0,2,0,5,-1,-0.6
c1ccc(COc2ccc(-c3sc(Nc4ccccc4)n[n+]3-c3ccccc3)cc2)cc1,-4,109,101,7,-3,0,4,-20,2.5
Cc1ccc(S(=O)(=O)N2CCCC2C(=O)Oc2ccccc2)cc1 (centres undefined),-3,102,93,10,0,2,1,6,-0.6
Cc1ccc(Cn2c(=O)c3ccccc3n3nc(C)cc23)cc1,4,91,86,2,1,0,1,-7,1.6
COc1ccc(/C=C2/N=C(c3cccs3)OC2=O)cc1OC(C)C,-6,99,95,12,-2,0,-3,0,-53*
CCOc1cc(NC(=O)c2ccco2)c(OCC)cc1NC(=O)COc1ccccc1,3,.,96,-6,7,0,1,2,1.2
COc1ccc(C(=O)NCc2ccc(Cl)c(Cl)c2)cc1OC,8,101,101,7,6,0,9,1,2.0
CCn1c(CNc2cccc(Cl)c2)nnc1SCc1ccccc1,-2,102,97,13,1,2,4,-5,1.5
COCCNC(=O)/C(C#N)=C/c1c(N2CCN(c3ccccc3)CC2)nc2ccccn2c1=O,3,100,104,39,4,1,0,-1,-0.6
Cc1ccc(C(C)C)c(OCCCNCc2cccnc2)c1,-7,112,107,0,3,0,2,-3,-1.6
CCOCCn1c(CCCO)nc2ccccc21,-1,111,105,-7,0,0,-1,7,0.8
CN1C=CC=C/C1=C1\SC(=S)N(c2ccccc2)C1=O,9,107,105,-1,1,0,3,-7,0.0
COc1ccc(N(CC(=O)Nc2ccc(C)c(C)c2)S(=O)(=O)c2c(C)noc2C)cc1,-1,105,106,6,8,2,1,-6,-2.0
O=C(Nc1c2c(nn1-c1ccccc1)CS(=O)C2)c1ccc2c(c1)OCO2 (centres undefined),-4,109,114,-2,-3,2,-5,3,2.0
CC(C)(C)OC(=O)N1CCN(c2ccc(CNC(=O)c3ccc(Cl)cc3)cc2)CC1,7,103,105,5,6,0,7,-3,-1.6
CCOC(=O)c1c(NC(=O)c2nn(CC)cc2Br)c(C#N)nn1-c1ccccc1,-5,101,94,-5,-5,0,4,-5,-1.2
Cc1cccc(NC(=S)Nc2cccc(C)n2)n1,10,106,104,-6,7,0,-4,-2,1.9
Cn1c(SCc2ccccc2Cl)nnc1-c1cnccn1,6,105,97,8,-2,3,4,7,0.8
